Compound activity from PubChem BioAssay.
T cell HTS: modulators of CD8 T cell-vesicle binding, primary screen, mouse 2C CD8+ T cells, flow cytometry. 2C CD8+ T cell-vesicle binding; active compounds read low. calls only at 7 µM. 330,000 compounds, 0.068% hits;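 active = response, share of CD8 T cells binding vesicles, and their 90th percentile fluorescence all below set limits, cut at about 80% in these data, passing the limit was not always enough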
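Assay system: 2C TCR transgenic mouse naive CD8+ T cells, MACS-purified | Read-out: CD8+ gate FL2 mean fluorescence as % of same-row positive control | Signal: High-throughput flow cytometry with anti-B7-1 and anti-CD8 staining | Timing: Binding step 1.5 h, 37 °C, antibody labelling 20 min, ice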
Lipid droplet: inhibitors of hepatocyte lipid droplet formation, primary screen, imaging, high-throughput imaging, BODIPY stain. inhibition, % at 6.5 µM. 240,000 compounds, 0.4% hits. AML12 mouse hepatocytes, oleate lipid droplets;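 active = lipid droplet intensity inhibited by at least 50%, with more than 500 cells counted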
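Assay system: AML12 mouse liver cells | Compound: 6.5 µM single-point dosing | Schedule: Overnight exposure | Technique: Fluorescence imaging, 20x objective, two fields per well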
Lipid droplet cells 6.5 µM: second read-out of Lipid droplet, no call of its own (marks repeat the call); cell count; measured here: cell count, cytotoxicity flag;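 cells counted across two imaged fields per well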
T cell HTS vesicle-bound %: recorded beside T cell HTS, whose call it bears; double positive events, %; measured here: CD8+ vesicle-bound cell fraction;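 binding gate set so that unloaded-vesicle control wells show 10% double positive cells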
Active calls of the source: *; i = inactive. This is a subset; rates above refer to the full screens.

SMILES	T cell HTS	T cell HTS vesicle-bound %	Lipid droplet	Lipid droplet cells 6.5 µM
CC1CC(C)CN(C(=O)CCc2nnc3ccc(N4CCCCC4)nn23)C1 (stereo unspecified)	i	20	-11	673
COc1cc(Cl)c(CN2CCC(CO)(CCOc3ccccc3)CC2)cc1OC	i	59	-5	821
COc1ccc(NC(=O)C2Cc3ccccc3CN2C(=O)c2ccco2)cc1 (stereo unspecified)	i	18	-8	860
Cc1ccn(CC(=O)N2CCCC(N3CCN(c4cccc(Cl)c4)CC3)C2)n1 (stereo unspecified)	i	29	-5	667
CC(=O)Nc1ccc(NC(=O)C/C(C)=N/NC(=O)c2cccc3ccccc23)cc1	i	25	-28	759
CN(C)S(=O)(=O)c1ccc(C(=O)OCC2CCCO2)cc1 (stereo unspecified)	i	29	3	741
N=c1c(C(=O)NCc2ccc3c(c2)OCO3)cc2c(=O)n3ccccc3nc2n1CC1CCCO1 (stereo unspecified)	i	14	-37	715
CCc1cc(CNC(=O)C2CCC(=O)N(CCc3ccc(OC)cc3)C2)on1 (stereo unspecified)	i	10	-6	801
COc1cc(NC(=O)c2ccccc2)c(OC)cc1NC(=O)Cc1ccccc1	i	34	-2	812
COc1ccc(/C(N)=N/OC(=O)CCC2CCCC2)cc1	i	65	5	841
CN(CCOc1ccccc1)C(=O)C1CCN(C(=O)c2ccc(F)cc2)CC1	i	32	2	779
CCN(CC)c1cccc(OC(=O)c2cccnc2Cl)c1	i	33	-3	741
COC(=O)COc1ccc2cc(-c3ccccc3)c(=O)oc2c1	i	16	-6	707
CCOCCCNC(=O)c1ccc(OC2CCN(C(C)=O)CC2)c(OC)c1	i	42	15	875
COc1ccccc1NC(=O)CCc1nnc2ccc(N3CCC4(CC3)OCCO4)nn12	i	6	-7	673
O=C(O)c1cccc(NS(=O)(=O)c2cc(S(=O)(=O)c3ccc(Cl)cc3)ccc2Cl)c1	i	65	-4	825
Cc1noc(C)c1S(=O)(=O)Nc1ccc(C(=O)Nc2ccc(OC(F)(F)F)cc2)cc1	i	15	0	764
O=C(N=C1SC2CS(=O)(=O)CC2N1c1ccc(Br)cc1Cl)C1CC1 (stereo unspecified)	i	20	-4	699
CC1CCCCC1NC(=O)CCNS(=O)(=O)c1cc(Br)cnc1N (stereo unspecified)	i	35	-4	684
O=C(NC1CC1)C1CCN(C(=O)c2ccc(Cl)cc2)CC1	i	32	-3	779
O=C(c1ccc(OC2CCN(C/C=C/c3ccc(F)cc3)CC2)cc1)N1CCCC1	i	17	2	674
CN(C)N1C(N)=C(C#N)C(c2ccc(F)cc2)C2=C1CC(C)(C)CC2=O (stereo unspecified)	i	31	-6	809
O=C(/C=C/NCc1cccnc1)c1ccc(-c2ccccc2)cc1	i	62	-10	833
Cc1ccc(S(=O)(=O)N2CCN(CC(=O)N3CCOCC3)CC2)cc1	i	6	8	867
COc1ccc2oc(=N)c(C(=O)NCc3ccccc3)cc2c1	i	58	9	833
O=C(O)C1CCN(C(=O)c2ccc3c(c2)OCO3)CC1	i	18	4	790
Cc1ccc(C(=O)NNC(=O)c2ccc(S(=O)(=O)N3CCOCC3)cc2)cc1	i	16	-8	480
Cc1ccccc1C(=O)Nc1ccc(C(=O)N/N=C/c2ccc(O)cc2)cc1	i	27	-3	723
O=C(CSc1nnc(CNC(=O)c2ccco2)o1)Nc1ccc(F)cc1	i	28	-1	698
O=C(CCNC(=O)N1CCn2c1nc1ccccc12)NCc1ccccc1Cl	i	29	0	727
CCN(C(=O)COC(=O)CCc1ccccc1)c1ccccc1	i	50	-1	741
NC(=O)CC(NC(=O)c1ccccc1)c1ccc(NCc2ccc(F)c(F)c2)c([N+](=O)[O-])c1 (stereo unspecified)	i	63	1	736
CC(C)(C#N)NC(=O)C1CCCN1S(=O)(=O)c1ccc2ccccc2c1 (stereo unspecified)	i	24	-15	793
COc1ccc(Nc2nc(N(C)c3ccccc3)nc(N)c2[N+](=O)[O-])cc1	i	56	-4	845
CCOCCCNC(=O)Cc1ccc(-n2c(CC)nc3cccnc32)cc1	i	20	-2	812
Cc1nn2c(=O)cc(CSc3ccccc3NC(=O)c3ccccc3)nc2s1	i	8	-16	730
Cc1cc(=O)oc2ccc(OCc3ccccc3)cc12	i	36	5	811
O=C(O)C1CCC(CNCc2ccncc2)CC1 (stereo unspecified)	i	56	-12	668
COc1cccc(CN(C(=O)CN2C(=O)c3ccccc3S2(=O)=O)C(C(=O)NCC2CCCO2)c2ccco2)c1 (stereo unspecified)	i	14	-16	703
COc1ccc(F)cc1CN1CCN(C(=O)CCC(=O)Nc2nnc(CC(C)C)s2)CC1	i	3	8	772

Some of the entries so far, as labelled records:
> CCOCCCNC(=O)Cc1ccc(-n2c(CC)nc3cccnc32)cc1
  T cell HTS = i	T cell HTS vesicle-bound % = 20	Lipid droplet = -2	Lipid droplet cells 6.5 µM = 812

> Cc1cc(=O)oc2ccc(OCc3ccccc3)cc12
  T cell HTS = i	T cell HTS vesicle-bound % = 36	Lipid droplet = 5	Lipid droplet cells 6.5 µM = 811

Next structures:
SMILES	T cell HTS	T cell HTS vesicle-bound %	Lipid droplet	Lipid droplet cells 6.5 µM
Cc1cccc(-c2nnc(SCC(=O)O)n2Cc2ccccc2)c1	i	60	-8	805
Cc1nc2nc(-c3ccc(F)cc3)cn2nc1C	i	22	-5	806
CCOc1cccc2sc(=NC(=O)CCS(=O)(=O)c3ccccc3)n(CC)c12	i	61	-7	814
CNc1ccccc1C(=O)OC(C)C(=O)Nc1ccc(S(=O)(=O)N2CCCC2)cc1 (stereo unspecified)	i	16	-25	669
COc1ccccc1N1CCN(S(=O)(=O)c2cc(-c3cc(C)no3)ccc2C(C)C)CC1	i	10	-61	805
CCCc1c(C(=O)N/N=C/c2ccccc2OCc2ccc(F)cc2)nnn1-c1nonc1N	i	1	21	710
Cc1ccc(S(=O)(=O)C2(C(=O)N3CCN(c4ccccc4F)CC3)CC2)cc1	i	48	16	805
O=C(NC(Cc1ccccc1)C(=O)O)c1cccnc1Cl (stereo unspecified)	i	44	-2	795
CCc1ccc(NC(=O)C2=CC(c3ccc(OC)cc3)=NS(=O)(=O)N2C)cc1	i	35	2	826
Cc1occc1C(=O)Nc1ccccc1C#N	i	26	-2	660
Cc1ccc(C(=O)NCCc2nnc3ccc(NCc4ccc5c(c4)OCO5)nn23)cc1	i	23	-25	629
CCC(C)[C@H](NC(=O)N1CCn2c1nc1ccccc12)C(=O)NCCc1ccccc1 (stereo partly specified)	i	33	-10	646
COCCCNC(=O)Cn1c(=O)n(CC(=O)N2CCCCC2)c(=O)c2sccc21	i	45	3	766
CCOC(=O)Cc1cnc(NC(=O)CSc2nc(C(C)C)cc(=O)[nH]2)s1	i	8	-4	796
Cc1c(Cl)cccc1NC(=O)CCN1CCC(C(N)=O)CC1	i	49	7	826
CC(NC(=O)c1ccc(Br)o1)C1CC2CCC1C2 (stereo unspecified)	i	12	-11	790
CC1CN(CCC(=O)Nc2ccccc2F)CC(C)O1 (stereo unspecified)	i	54	-2	803
CC1CCCN(S(=O)(=O)c2cccc([N+](=O)[O-])c2)C1 (stereo unspecified)	i	57	0	780
CCOc1cc(C=O)ccc1OCCn1c([N+](=O)[O-])cnc1C	i	51	-6	770
CC(C)c1ccc(S(=O)(=O)/N=C2\C=C(NS(=O)(=O)c3ccccc3)C(=O)c3ccccc32)cc1	i	6	-8	836

Retrieved by structure from above:
SMILES	T cell HTS	T cell HTS vesicle-bound %	Lipid droplet	Lipid droplet cells 6.5 µM
CC(C)c1ccc(S(=O)(=O)/N=C2\C=C(NS(=O)(=O)c3ccccc3)C(=O)c3ccccc32)cc1	i	6	-8	836
COc1ccccc1NC(=O)CCc1nnc2ccc(N3CCC4(CC3)OCCO4)nn12	i	6	-7	673
Cc1c(Cl)cccc1NC(=O)CCN1CCC(C(N)=O)CC1	i	49	7	826
O=C(c1ccc(OC2CCN(C/C=C/c3ccc(F)cc3)CC2)cc1)N1CCCC1	i	17	2	674
O=C(O)C1CCN(C(=O)c2ccc3c(c2)OCO3)CC1	i	18	4	790
COc1ccccc1N1CCN(S(=O)(=O)c2cc(-c3cc(C)no3)ccc2C(C)C)CC1	i	10	-61	805

By substructure: those above with bromine.
SMILES	T cell HTS	T cell HTS vesicle-bound %	Lipid droplet	Lipid droplet cells 6.5 µM
O=C(N=C1SC2CS(=O)(=O)CC2N1c1ccc(Br)cc1Cl)C1CC1 (stereo unspecified)	i	20	-4	699
CC1CCCCC1NC(=O)CCNS(=O)(=O)c1cc(Br)cnc1N (stereo unspecified)	i	35	-4	684
CC(NC(=O)c1ccc(Br)o1)C1CC2CCC1C2 (stereo unspecified)	i	12	-11	790

New compounds follow:
SMILES	T cell HTS	T cell HTS vesicle-bound %	Lipid droplet	Lipid droplet cells 6.5 µM
CCOc1ccc(-c2c(C(=O)N/N=C/C3CCCCC3)nnn2-c2nonc2N)cc1	i	27	-5	735
CCC(C(=O)NC1CCCC1)N(Cc1ccccc1Cl)C(=O)c1snc(C(N)=O)c1N (stereo unspecified)	i	49	-2	713
CCn1cc(C(=O)O)c(=O)c2cc(F)c(N3CCN(C(=S)NC(=O)c4ccc(OC)cc4)CC3)cc21	i	13	-9	709
COc1ccc(-n2nc(C(=O)NCC(=O)N3CC(C)CC(C)C3)c3ccccc3c2=O)cc1OC (stereo unspecified)	i	17	12	809
COc1ccc(NC(=O)C2CCC(=O)N2C(=O)OCc2ccccc2)cc1 (stereo unspecified)	i	48	-2	702
Cc1cc(C)cc(C(=O)N/N=C/c2ccoc2)c1	i	67	-2	659
O=C(Nc1nc2ccccc2n1CCN1CCOCC1)c1ccccc1	i	56	-2	825
O=C1C2C3C=CC(CC3)C2C(=O)N1c1cccc(C(F)(F)F)c1 (stereo unspecified)	i	52	-8	810
COc1cccc(C=Nc2ccc3c(c2)CCC3)c1O	i	28	7	750
COc1ccccc1C(=O)NC(C)c1ccc(-n2ccnc2)cc1 (stereo unspecified)	i	21	-39	488
COCCNC(=O)Cc1c(C)c2cc3c(cc2oc1=O)OC(C)(C)CC3	i	36	4	753
Cc1ccc(Cn2c(C)c3cnn(CC(=O)NC4CCCC4)c(=O)c3c2C)cc1	i	20	10	776
CCc1nnc(NC(=O)c2nc(S(=O)(=O)Cc3ccccc3)ncc2Cl)s1	i	1	-24	672
CC(=O)NC1C(OC(=O)/C=C/c2ccccc2)OC(COC(C)=O)C(OC(C)=O)C1OC(C)=O (stereo unspecified)	i	28	-15	758
CCOc1ccccc1NC(=O)c1cnc(NS(=O)(=O)c2ccccc2)nc1	i	24	12	802
CCOC(CNC(=O)CN1C(=O)COc2ccc(S(=O)(=O)N3CCCC3)cc21)OCC	i	9	2	738
CC1CCc2c(sc(NC(=O)c3ccco3)c2C(=O)O)C1 (stereo unspecified)	i	30	18	763
CCCCn1c(N)c(N(Cc2ccccc2OC)C(=O)COc2ccc(F)cc2Cl)c(=O)[nH]c1=O	i	25	-9	852
Cc1ccc(-n2nc3c(=O)n(CCCC(=O)NC4CCC(C)CC4)nc(C)c3c2C)cc1 (stereo unspecified)	i	19	14	676
COc1ccccc1/C=C1\SC(=S)N(CCC(=O)Nc2cc(C)on2)C1=O	i	34	5	780
CCn1c(=O)c2ccccc2n(CC(=O)NC2CCCCC2)c1=O	i	11	-6	718
CCOC(=O)c1c(C)[nH]c(C)c1S(=O)(=O)N(C)CC(=O)NCc1ccc(C)cc1	i	37	14	739
CCCc1cc(=O)[nH]c(SCC(=O)Nc2cccc3ccccc23)n1	i	39	-3	835
Cc1ccc(NC(=O)CN(C)C(=O)Cc2ccccc2F)cc1	i	22	-2	807
O=C(CN1C(=O)/C(=C/c2ccccc2)SC1=S)NC1C=CS(=O)(=O)C1 (stereo unspecified)	i	47	-6	766
COc1ccc(-c2nc3ccccn3c2Cl)cc1	i	48	1	710
CC(C(=O)N(C)C1CCS(=O)(=O)C1)N1C(=O)/C(=C/c2cccs2)SC1=S (stereo unspecified)	i	11	-4	749
COc1ccc(/C=C2\SC(=S)N(NS(=O)(=O)c3ccccc3)C2=O)c(OC)c1	i	48	-4	818
COc1cccc(CN2CCCC(N3CCc4ccccc4C3)C2)c1O (stereo unspecified)	i	61	6	830
CCOc1ccc(NC(=O)CN2C(=O)NC(C)(c3ccc(OC(F)F)cc3)C2=O)cc1 (stereo unspecified)	i	34	-8	765
COc1ccc(/C(O)=C2/C(=O)C(=O)N(CCCN3CCOCC3)C2c2ccc(C)cc2)cc1 (stereo unspecified)	i	56	-2	834
COc1ccc(CCNC(=O)CCCN2C(=O)C(c3ccccc3)Oc3cccnc32)cc1OC (stereo unspecified)	i	6	-4	637
NC(=O)c1ccc(-c2nnc(Nc3ccc(S(N)(=O)=O)cc3)c3ccccc23)cc1	i	61	1	843
COc1ccc(CNC(=O)C2CC(C)=C(C)CC2C(=O)O)cc1OC (stereo unspecified)	i	59	-1	858
CCOc1cccc2sc(N(CCN(C)C)C(=O)/C=C/c3cccs3)nc12	i	10	15	686
COCC(=O)Nc1nnc(SCC(=O)N2CCCCC2)s1	i	23	16	780
